MsrA inhibitor = inhibitors of bovine MsrA; purified bovine MsrA, absorbance read-out; inhibition, % at 15.5 µM; 360,000 compounds, 0.75% hits; in the data active = inhibition above about 4.5%;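 note: 0% = vehicle wells with enzyme and 100% = reference inhibitor wells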
TbMetRS inhib = blocks T. brucei methionyl-tRNA synthetase activity; inhibition, % at 11.9 µM; purified T. brucei MetRS, ATP depletion, Kinase-Glo luminescence; AID 624268; 360,000 compounds, 0.4% hits;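 active = inhibition above a per-plate cutoff of the control wells' mean inhibition plus 3 SD, cut at about 5.5% in these data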;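 note: 0% = DMSO wells median and 100% = median of wells with control inhibitor compound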
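technique = Kinase-Glo luminescence, ATP depletion format | system = purified MetRS (methionyl-tRNA synthetase) enzyme from Trypanosoma brucei | timing = 15 min preincubation, 2 h reaction, all 25 °C | evaluation = percent inhibition versus plate control medians | dosing = single dose, 11.9 µM final nominal, 0.9% final DMSO | also added = substrates ATP, L-methionine and bulk Escherichia coli tRNA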
Neddylation inh = blocks human cullin neddylation; TR-FRET cullin neddylation, biochemical; 360,000 compounds, 0.58% hits; calls only at 25 µM; in the data active = inhibition above about 36%
CSN inh = CSN deneddylation inhibition. Purified CSN, SCF-Nedd8-OG deneddylation, fluorescence polarization. inhibition, % at 12.5 µM. 360,000 compounds, 0.38% hits;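 active = pattern-corrected inhibition above about 35%, with an unprinted fluorescence ratio check between 0.5 and 1.5, limit read from the data, passing the limit was not always enough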;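 note: 0% = enzyme with substrate and 100% = substrate without enzyme; some results filed as inactive read as strong as hits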
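Assay system: HEK293T-derived human Csn5 enzyme; quantity: 0.24 nM enzyme; medium: Tris/NaCl/DTT buffer, pH 7.5; also added: substrate SCFSkp2-Nedd8OG, 10 nM; doses: 12.5 µM compound; schedule: 90 min reaction at room temperature; signal: FP; read-out: % inhibition of substrate cleavage by Csn5; benchmarks: substrate-only high control, full reaction low control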
MsrA act = activates bovine MsrA enzyme | purified bovine MsrA, absorbance read-out | activation, % at 10.6 µM | 360,000 compounds, 0.3% hits | AID 602163; in the data active = activation above about 7.5%;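 note: 0% = vehicle and 100% = reference activator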
E coli Lon inh = inhibitors of E. coli Lon protease; P0A9M0; purified E. coli Lon protease, fluorescence polarization; inhibition, % at 7.94 µM; 360,000 compounds, 0.42% hits; AID 602123; in the data active = inhibition above about 13%, passing the limit was not always enough;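 note: 0% = enzyme with probe and DMSO and 100% = no enzyme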
Target sequence (P0A9M0 whole entry, looked up): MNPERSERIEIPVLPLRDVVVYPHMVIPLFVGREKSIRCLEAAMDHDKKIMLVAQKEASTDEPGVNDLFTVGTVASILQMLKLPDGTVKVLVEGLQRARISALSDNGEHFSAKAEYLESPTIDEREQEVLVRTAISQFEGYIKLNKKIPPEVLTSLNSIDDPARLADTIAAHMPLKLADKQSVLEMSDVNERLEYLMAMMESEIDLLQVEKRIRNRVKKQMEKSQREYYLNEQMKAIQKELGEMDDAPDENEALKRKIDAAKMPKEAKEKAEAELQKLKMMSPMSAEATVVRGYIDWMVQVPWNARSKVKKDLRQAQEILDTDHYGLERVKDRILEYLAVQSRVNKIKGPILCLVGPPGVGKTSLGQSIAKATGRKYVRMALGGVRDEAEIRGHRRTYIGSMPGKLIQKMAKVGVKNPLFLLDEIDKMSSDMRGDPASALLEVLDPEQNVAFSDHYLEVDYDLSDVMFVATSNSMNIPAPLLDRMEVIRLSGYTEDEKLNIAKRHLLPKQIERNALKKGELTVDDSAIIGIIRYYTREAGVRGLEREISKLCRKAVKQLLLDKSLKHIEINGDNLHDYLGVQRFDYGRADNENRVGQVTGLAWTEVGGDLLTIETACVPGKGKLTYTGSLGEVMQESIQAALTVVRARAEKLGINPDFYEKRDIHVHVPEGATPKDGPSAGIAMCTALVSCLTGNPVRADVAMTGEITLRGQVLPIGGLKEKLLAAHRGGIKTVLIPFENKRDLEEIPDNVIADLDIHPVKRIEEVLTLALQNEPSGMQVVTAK
PABP1 MLLE inh = inhibitors of microRNA-mediated deadenylation, human PABP1 MLLE binding. P11940. GST-MLLE / FITC-PAM2 fluorescence polarization. inhibition, % at 20 µM. 360,000 compounds, 0.36% hits; in the data active = inhibition above about 35%, passing the limit was not always enough;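 note: plate controls were DMSO wells with GST-MLLE for no effect and wells lacking GST-MLLE protein for full effect; some results filed as inactive read as strong as hits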
Rin1-Abl PPI inh = human Rin1-Abl interaction inhibition; P00519+Q13671; TR-FRET Rin1/Abl binding, biochemical; inhibition, % at 7.35 µM; 360,000 compounds, 0.4% hits; AID 588664; in the data active = inhibition above about 5%, passing the limit was not always enough
FAS-TE inh = FAS thioesterase (human) inhibition; P49327; recombinant FAS-TE, OMFH fluorogenic substrate, fluorescence endpoint; inhibition, % at 15 µM; 360,000 compounds, 0.67% hits;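 active = compounds whose normalised, plate-corrected inhibition of enzyme fluorescence in the single-dose primary screen is 50% or more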;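 note: 0% = DMSO with enzyme and 100% = substrate without enzyme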
Active calls of the source: *; i = inactive; . = not tested or not shown. Outcome played no part in choosing rows; overall some 4% were active at least once.

canonical_smiles	CSN inh	PABP1 MLLE inh	MsrA act	MsrA inhibitor	TbMetRS inhib	Neddylation inh	E coli Lon inh	Rin1-Abl PPI inh	FAS-TE inh
COc1ccc(-c2nnc3sc(-c4ccco4)nn23)cc1OC	11	-7	0	0.6	-2.2	i	2	1	7
Cc1ccc(C(C(=O)NC(C)(C)C)N(Cc2ccco2)C(=O)Cn2nnc(-c3cccs3)n2)cc1 (stereo not drawn)	-1	-15	-2	0.6	-0.9	i	-3	1	2
COc1ccc(Cl)cc1S(=O)(=O)N1CCCC(C(=O)NCC(N)=O)C1 (stereo not drawn)	0	-7	-10	-0.4	-2.0	i	-7	1	-17
COc1cc(/C=C/C(=O)O)cc(S(=O)(=O)N2CCc3ccccc32)c1OC	-2	-1	-3	-0.2	0.1	i	1	2	0
CN(CC(=O)Nc1ccc(S(=O)(=O)N2CCCC2)cc1)Cc1ccc(Cl)cc1Cl	1	3	-2	-0.6	0.0	i	-3	1	42
COC(=O)CSc1nnc(CNS(=O)(=O)c2ccc(Cl)cc2)n1C	0	-11	-3	-0.4	-0.6	i	3	0	-8
CCN(CC)S(=O)(=O)c1cccc(NC(=O)Nc2cccc(C(F)(F)F)c2)c1	-1	-9	1	-1.0	0.7	i	-2	-4	31
CCOc1ccc(OCCCC(=O)N2CCN(S(=O)(=O)c3ccc(Cl)cc3)CC2)cc1	2	-134	-2	0.3	-0.2	i	-7	58*	7
CCn1cc(C(=O)NCCCOC)c(=O)c2cc(S(=O)(=O)N(C)C)ccc21	-6	20	-6	1.4	0.6	i	5	1	1
CC(=O)Nc1nc(-c2ccc(Br)s2)cs1	3	-4	-4	-0.8	-0.8	i	9	-1	-3
NC(=O)CNC1CC(=O)N(CCc2ccccc2)C1=O (stereo not drawn)	-8	2	-1	-1.3	0.3	i	7	-1	-6
CCN1C(=O)/C(=C/c2ccc(C)s2)NC1=S	6	-118	-2	3.0	-0.5	i	-7	-2	-2
CC(=O)Nc1c(-c2ccccc2)nc2cc(C)ccn12	8	2	-3	0.1	-1.0	i	-2	1	-7
c1nc2ccc(Cc3ccc4nc[nH]c4c3)cc2[nH]1	0	-17	-1	1.4	0.5	i	-14	0	-7
Cc1ccccc1N1CCN(S(=O)(=O)c2nnc(NC(=O)CC(C)C)s2)CC1	-1	6	1	1.1	-0.2	i	4	-3	1

(further entries)
canonical_smiles	CSN inh	PABP1 MLLE inh	MsrA act	MsrA inhibitor	TbMetRS inhib	Neddylation inh	E coli Lon inh	Rin1-Abl PPI inh	FAS-TE inh
CCN(CC(=O)Nc1ccc(S(=O)(=O)N2CCCC2)cc1)Cc1ccccc1	-2	-5	-3	-0.7	-0.2	i	-1	0	13
O=C(NCCCN1CCCC1=O)Nc1cc(Cl)ccc1Cl	1	4	-4	0.6	-0.7	i	-7	6	-3
O=C(NCC1CCN(S(=O)(=O)c2ccccc2)CC1)Nc1ccc(F)cc1F	2	-2	-4	1.2	0.3	i	7	-2	8
CCOc1ccc(N(CC(=O)NC2CCCC2)C(=O)CCC(=O)Nc2nc(C)cs2)cc1	2	3	-2	-0.5	-0.4	i	-3	2	-6
CCN(CC)S(=O)(=O)c1ccc(N2CCOCC2)c(NC(=O)CC23CC4CC(CC(Br)(C4)C2)C3)c1	-20	8	-1	-0.1	-0.9	i	-4	0	33
CC(C)CC1(C)CNC(=O)NC1	2	8	0	-0.6	-0.2	i	-2	0	-14
CC(C=Cc1ccccc1)=NNS(=O)(=O)c1ccc([N+](=O)[O-])cc1	1	11	-1	1.0	-0.2	i	7	4	58*
CCc1ccc(C(=O)COC(=O)CNC(=O)c2ccc(Br)o2)cc1	4	2	0	-0.3	-0.2	i	8	-1	1
O=C(C1CC1)N1CCc2cc(Br)cc(S(=O)(=O)NC3CCCCC3)c21	1	5	-2	0.1	0.3	i	-1	1	15
COc1ccc(S(=O)(=O)N2CCCCC2)cc1C(=O)NC1CCS(=O)(=O)C1 (stereo not drawn)	-4	8	-1	-0.7	0.4	i	-8	-5	-3
Cc1c(N=C2N=C(NC(=O)NC(C)(C)C)c3ccccc32)c(=O)n(-c2ccccc2)n1C	-1	4	-4	0.0	-0.2	i	-5	0	-6
O=C(NCC(c1ccco1)N1CCCCC1)c1ccc(S(=O)(=O)Nc2ccccc2Cl)cc1 (stereo not drawn)	3	-19	-4	0.0	-0.3	i	-8	7	0
COc1ccc(CNC(=S)Nc2ccc(F)c(Cl)c2)cc1	1	-4	-3	-1.5	0.2	i	-2	0	23
C=Cc1ccc(C(=O)N2CCCC(Nc3ccc4c(c3)OCCO4)C2)cc1 (stereo not drawn)	-1	-4	-2	-0.7	0.4	i	-5	4	2
Cc1ccc(C(=O)NC(C)c2ccc(C)c(C)c2)s1 (stereo not drawn)	3	-7	-3	-1.1	-0.3	i	3	-1	3

Going on with the list.
canonical_smiles	CSN inh	PABP1 MLLE inh	MsrA act	MsrA inhibitor	TbMetRS inhib	Neddylation inh	E coli Lon inh	Rin1-Abl PPI inh	FAS-TE inh
CCOc1ccc(NC(=O)CN(C)C(=O)c2ccccc2OCCOc2ccccc2)cc1OCC	2	9	-7	-1.0	-0.3	i	-1	8	0
COc1ccccc1N1CCN(C(=O)c2ccc(N3CCCCS3(=O)=O)cc2)CC1	2	0	-6	-0.3	-0.8	i	10	2	-5
COc1ccc(CN2CCN(Cc3cc4ccccc4o3)CC2CCO)c(F)c1 (stereo not drawn)	4	-3	-8	-0.5	-0.3	i	4	-3	0
CC(Oc1ccccc1)C(=O)N=C1SC2CS(=O)(=O)CC2N1CCc1ccccc1 (stereo not drawn)	0	-24	-4	-0.4	-0.8	i	-3	-2	6
O=C(c1ccc2ccccc2c1)C1CCCN(C(=O)c2cccnc2)C1 (stereo not drawn)	2	-5	-3	0.3	0.3	i	5	6.9*	-9
O=[N+]([O-])c1ccc(N2CCCC2)cc1N1CCCC1	-5	3	-15	0.0	-1.0	i	-4	-11	13
Cc1cc(C)nc(SCC(=O)N(C)C)n1	1	15	-5	-0.5	0.3	i	5	0	-1
CN1CCN(C(=O)C[C@@H]2C[C@H]3c4cc(NC(=O)c5cccnc5)ccc4O[C@H]3[C@H](CO)O2)CC1	7	-1	-3	0.5	-0.7	i	-2	-3	-6
Cn1ccnc1Sc1nc(Nc2cccc(Cl)c2)nc(N2CCOCC2)n1	2	-18	-3	0.5	0.9	i	7	-2	9
CCOC(=O)N1CCC2CC1c1cc(Cl)ccc12 (stereo not drawn)	4	13	-2	0.4	-0.9	i	0	-6	-4
CC(C)C[C@@H](COCc1cccc(Cl)c1)N1CCN(C(=O)c2cccc(C(F)(F)F)c2)CCC1=O	0	.	-2	-0.7	-1.2	i	8	.	25
O=C(Nc1ccccc1)O/N=C/c1ccc(F)cc1	5	2	0	0.5	0.3	i	-4	-2	1
Cc1n[nH]c(=O)c2c(NC(=O)COC(=O)Cc3ccc(Cl)cc3Cl)oc(C)c12	-2	5	-1	0.6	-0.4	i	-6	-2	0
COCCNC(=O)C(=O)Nc1ccc(Br)cc1	7	-8	-1	-0.4	-0.4	i	7	-1	-5
Cc1ccc(NC(=O)C(C)Sc2nnc(C)n2C2CC2)cc1S(=O)(=O)N1CCOCC1 (stereo not drawn)	0	-60	-1	-0.5	-0.4	i	-3	1	-8

The list goes on, overlapping the part above by 3 compounds.
canonical_smiles	CSN inh	PABP1 MLLE inh	MsrA act	MsrA inhibitor	TbMetRS inhib	Neddylation inh	E coli Lon inh	Rin1-Abl PPI inh	FAS-TE inh
Cc1n[nH]c(=O)c2c(NC(=O)COC(=O)Cc3ccc(Cl)cc3Cl)oc(C)c12	-2	5	-1	0.6	-0.4	i	-6	-2	0
COCCNC(=O)C(=O)Nc1ccc(Br)cc1	7	-8	-1	-0.4	-0.4	i	7	-1	-5
Cc1ccc(NC(=O)C(C)Sc2nnc(C)n2C2CC2)cc1S(=O)(=O)N1CCOCC1 (stereo not drawn)	0	-60	-1	-0.5	-0.4	i	-3	1	-8
O=C(NCC1CCCCC1)c1ccc2nc([C@@H]3O[C@H](CO)[C@@H](O)[C@H]3O)[nH]c2c1	-3	-8	-1	-1.4	-0.1	i	-2	-1	-9
CCCC1=NN2C(=N)/C(=C\c3cc(C)n(-c4cc(C)cc(C)c4)c3C)C(=O)N=C2S1	9	5	-1	0.4	-0.1	i	1	-2	24
CN(CC(=O)Nc1ccc(C#N)cc1)Cc1ccc(Cl)cc1	-2	4	-1	-0.9	-0.3	i	-5	1	12
Cc1cnc(C(=O)OC(C(=O)c2ccccc2)c2ccccc2)cn1 (stereo not drawn)	-4	0	0	-0.6	-0.2	i	1	3	-4
COc1cccc(-c2cnc(C(O)c3cc(C)ccc3C)[nH]2)c1 (stereo not drawn)	1	-7	-4	-0.2	-0.2	i	-1	3	-7
O=C(CN1CCCCC1)NNc1nc(-c2ccccc2)c2cc(Cl)ccc2n1	6	3	-2	-1.3	0.2	i	0	-1	-4
COc1ccc(S(=O)(=O)N2CCOCC2)cc1NC(=O)Cc1c(F)cccc1Cl	-6	1	-2	0.5	-0.1	i	20*	1	-5
O=C(Nc1ccc(F)cc1)C1CCCN(S(=O)(=O)c2cccc3cccnc23)C1 (stereo not drawn)	1	-18	-2	-1.0	0.4	i	-6	-2	2
Cc1ccc[n+](-c2[nH]c(=O)sc2/C=N/N=C(\[O-])c2cccnc2)c1	-2	35	3	3.7	0.1	i	0	-3	-3
CC(C)(C)C(=O)Nc1ccc(S(=O)(=O)N2CCC(c3nc4ccccc4[nH]3)CC2)cc1	0	2	-1	0.6	-0.4	i	5	-1	1
CCn1c(SCC(=O)c2ccc(F)cc2)nnc1-c1ccoc1C	4	5	-2	-0.1	-0.4	i	3	1	-1
Cc1cc(C)c2[nH]c(=O)c(C(c3nnnn3CC3CCCO3)N3CCCC(C)C3)cc2c1 (stereo not drawn)	-1	-1	2	0.7	-0.8	i	0	-3	0
O=c1c2cc(Cl)ccc2oc2nc3n(c(=O)c12)CCCS3	-8	22	-2	8.9*	-0.5	i	6	-3	-5
COc1ccc(-n2nc3c(c2NC(=O)CCCl)CSC3)cc1	-4	20	-2	-0.1	0.5	i	3	3	-6

Screening results deposited in PubChem BioAssay by several laboratories.
